# p53ts 32C tox: qHTS Screen for Compounds that Selectively Target Cancer Cells with p53 Mutations: Cytotoxicity of p53ts Cells at the Permissive Temperature; H1299-p53A138V at 32C, ATP luminescence viability, 24 h; Potency, µM (highest dose often 46.1 µM), for inactives: top-dose activity change, negative = cytotoxicity, hits mostly cytotoxic; hit rate 0.93% among 130,000; AID 924, 2007;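 further: 0% = DMSO and -100% = full killing by reference compound; nearly all actives have a fitted effect of over 55% in size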
#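 ATP-content luminescence (ATPlite) read-out after 24 h compound exposure at 32C in H1299-p53A138V cells (600/well). Tested up to 46 uM. Normalized to DMSO (0%) and 100 uM tamoxifen (100% killing); Hill-fit AC50.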
# p53ts 39C kill: qHTS Screen for Compounds that Selectively Target Cancer Cells with p53 Mutations: Cytotoxicity of p53ts Cells at the Nonpermissive Temperature; H1299-p53A138V viability at 39C, ATP luminescence, 24 h; Potency, µM (series often up to 46.1 µM), inactives show at the top dose activity change, negative = cell killing, actives largely listed as cytotoxic; hit rate 1.5% among 130,000; further: nearly all actives have a fitted effect of over 55% in size
# Imprint erasure: qHTS Assay for Compounds that Induce Erasure of Genomic Imprints. hit rate 0.02% among 110,000. Potency, µM (top dose mostly 60.7 µM), for the others: at the top dose activity change, positive = activation, hits mostly activators. mouse ES Peg3-LacZ reporter, beta-gal luminescence, 40 h;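 further: 0% = negative control wells on the plate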
#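 Each well holds 300 Peg3LacZ-Neo (maternal) female ES cells incubated 40 h at 37C, 5% CO2. LacZ is measured by BetaGlo luminescence, with AC50 and maximum efficacy derived from dose-response curves.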
# IkB sig inh: IkB Signaling | ABC-DLBCL IkBa-CBG/CBR dual luciferase ratio, 4 h; response scale: scaled: untreated 0%, proteasome inhibitor 100% | Potency, µM (highest dose often 57.1 µM), inactives show at the highest dose IkBa stabilization activation | hit rate 0.04% among 110,000; active means well fitted curve in the direction sought with a large enough effect in the signal ratio, not every such curve was filed as active; inconclusive means small, poorly fitted or top-dose-only effect, or a change in a side signal; the % refers to the signal ratio;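 further: the direction sought is a rising ratio; 0% = basal untreated cells and 100% = reference inhibitor full response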
#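 Luminescence ratio of IκBα-fused green versus native red beetle luciferase in OCI-Ly3 cells, 4 h post-doxycycline with compound; red signal alone, scaled from basal (0%) to zero light (-100%), flagged nonspecific or cytotoxic effects.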
# * hit, by the source's call; u = inconclusive; x = not tested or not shown; [ ] = dose if it differs, or a comment. Unless noted, the call rests on the fitted dose curve; in most records, active means well fitted curve in the direction sought with a large enough effect; inconclusive means small, poorly fitted or top-dose-only effect, or another doubt; inactive means no such curve, though single readings can be large; an effect the other way counts as inactive or inconclusive. Unless noted, on the % scale 0 is the no-effect control and ±100 the full control effect; potency means the concentration at half of the fitted maximal effect.
no.	SMILES	p53ts 32C tox	p53ts 39C kill	Imprint erasure	IkB sig inh
1	COc1c2c(nc3occc13)C(CCC(C)(C)O)(OC)C(O)CC2 (stereo not drawn)	7%	10%	-3%	0.4%
2	Cc1cc(C)n(-c2nc3ccccc3nc2N2CCCCCC2)n1	28%	14%	-19%	u
3	CCOC(=O)N1CCc2c(sc3c2c(=O)n(CCc2ccccc2)c(=O)n3Cc2cc(C)ccc2C)C1	9%	-17%	-6%[10.9 µM]	u
4	O=C(Nc1ccc2oc(-c3ccccc3F)nc2c1)c1cncc(Br)c1	2%	1%	u	0.1%
5	COC(=O)c1[nH]c(C)c(/C(O)=C2\C(=O)C(=O)N(CCN(C)C)C2c2cc(OC)ccc2OC)c1C (stereo not drawn)	-1%	2%	-6%	0.4%
6	NCCNCC1CCNCC1	6%[9.22 µM]	4%[9.22 µM]	-17%[10.9 µM]	0.9%[11.4 µM]
7	COCCCn1c(SCC(=O)OC2CCCCC2)nnc1-c1ccco1	u	-25%	-4%	-2.1%
8	CCC(=O)Nc1ccc(C(=O)n2ccc(C)n2)cc1	-1%	-4%	-3%	3.7%
9	COc1cc(C)c(Cl)cc1S(=O)(=O)N(C)C	2%	5%	-9%	-0.8%
10	C/C(CCc1oc2ccccc2c1-c1ccc(C)o1)=N/O	5%	-3%	-9%	u
11	COc1cc2c(cc1OC)CN(C(=O)Nc1ccccc1)CC2	10%	18%	-17%[10.9 µM]	u
12	Cc1cccc(C)c1NC(=O)c1csc2c1CCCC2	2%	-6%	-27%[10.9 µM]	u
13	COc1ccc(-c2nc3n(n2)C(c2ccc(O)cc2)C(C(=O)Nc2cccnc2)=C(C)N3)cc1OC (stereo not drawn)	-3%	20%	-7%[10.9 µM]	9.7%
14	COc1ccc(CCNC(=O)c2nnn(CC(=O)Nc3ccccc3)c2N)cc1OC	3%	-15%	-12%	-3.8%
15	CCn1c(Cc2cccs2)nnc1SCC(=O)Nc1ccc(OC)c(OC)c1	1%	10%	-13%	1.0%
16	Cc1cc(C)c2c(-n3cccc3)c(C(=O)NCCc3ccc(Cl)cc3)sc2n1	5%	14%	18%[10.9 µM]	-2.5%
17	CC1(C)CCCN(C(=O)c2coc(=O)c(Br)c2)C1	7%	6%	-5%	2.2%
18	CC1CN(S(=O)(=O)c2cccc(C(=O)OCC(=O)Nc3ccc4c(c3)OCO4)c2)CC(C)O1 (stereo not drawn)	13%	u	2%	1.4%
19	CN1CCN(c2ncncc2-c2ccc(C(=O)N(C)C)cc2)CC1	2%	-7%	9%	4.8%[11.4 µM]
20	CCOc1ccccc1Nc1nc2ccccc2nc1NS(=O)(=O)c1ccc(Cl)cc1	-4%	-6%	-10%[10.9 µM]	5.7%

# Additional results follow.
no.	SMILES	p53ts 32C tox	p53ts 39C kill	Imprint erasure	IkB sig inh
21	O=C(O)CSc1c2c(nc3cc(C(=O)N4CCOCC4)ccc13)CCCC2	8%	0%	-4%	-2.4%
22	c1cc(C(c2nnnn2C2CCCC2)N2CCOCC2)ccn1 (stereo not drawn)	-9%	-1%	x	-0.3%
23	CCOC(=O)c1sc(N(Cc2ccccc2)C(=O)CN2C(=O)CN(C)C2=O)nc1C	4%	13%	-8%	0.2%
24	CN(Cc1ccco1)c1ncnc2ccc(-c3ccc4c(c3)OCO4)cc12	-15%	-28%	-52%[inhibitor]	-3.9%[11.4 µM]
25	Cc1ccc(CNC(=O)C2CCN(S(=O)(=O)c3cc(-c4noc(C)n4)ccc3C)CC2)cc1	2%	-14%	-13%[10.9 µM]	-0.2%
26	CCOc1ccc2nc(N3CCCC(C(=O)Nc4cc(C)ccc4C)C3)sc2c1 (stereo not drawn)	-16%	u	-8%[10.9 µM]	-0.4%
27	COc1cc(N=Cc2c(O)[nH]c3ccccc23)cc(OC)c1OC	19%	11%	x	x
28	COc1cccc(-c2ccc3ncnc(Nc4ccccc4)c3c2)c1	-3%	-13%	u	1.0%[11.4 µM]
29	CS(=O)(=O)N1CCC[C@@]2(CCN(Cc3ccc(C#N)cc3)C2)C1	2%	1%	x	4.0%[11.4 µM]
30	CC(C)Cn1c(Br)nc2c1c(=O)n(CCC#N)c(=O)n2C	-1%	5%	-2%	-1.6%
31	COc1ccc(Cn2c(C(=O)O)c(CNC3CCCCCC3)c3ccc(OC)cc32)cc1	-1%	9%	-13%[10.9 µM]	u
32	O=C1CN(C(=O)Nc2ccccc2Cl)C(c2ccccc2)c2c(sc3c2CCCC3)N1 (stereo not drawn)	4%	9%	13%[10.9 µM]	u
33	COc1cc(CNCCO)ccc1OCC(=O)Nc1ccc(Br)cc1	4%	6%	-10%	-4.4%
34	N#Cc1ccccc1Cn1c(-c2cscn2)nc2ccccc21	-4%	5%	-13%	-2.1%
35	Cc1nn(C(=O)N2CCOCC2)c(C)c1C	1%	24%	x	x
36	Cc1ccc2c(c1)C(=O)OC(C(=O)Nc1ccc(C(=O)O)cc1)C2 (stereo not drawn)	u	-14%	-6%[10.9 µM]	u
37	CCCc1cc(Nc2cccc(OC)c2)n2ncnc2n1	15%	-11%	-10%	2.3%
38	O=C(CN(Cc1ccccc1)S(=O)(=O)c1ccccc1)NC1CC1	-1%	2%	3%	2.3%
39	COC(=O)c1c(SCC(=O)Nc2cccc(C(F)(F)F)c2)[nH]c2ccccc2c1=O	22%	-7%	-5%[10.9 µM]	u
40	CCOc1ncccc1C(=O)OCC(=O)Nc1cc(C(=O)OC)ccc1C(=O)OC	1%	-3%	0%	0.7%

# Later entries:
no.	SMILES	p53ts 32C tox	p53ts 39C kill	Imprint erasure	IkB sig inh
41	COc1ccc2c(Sc3ccccc3)c(C(=O)NCCN(C)C)[nH]c2c1	-17%	u	7%[10.9 µM]	2.3%
42	COc1ccc([C@@H](Nc2ncccn2)c2cc3c(cc2O)OCO3)cc1	-4%[9.22 µM]	-4%[9.22 µM]	-3%[10.9 µM]	4.2%[11.4 µM]
43	Cc1ccc(NC(=O)CCSc2nc(-c3ccc4c(c3)OCO4)cc(C(F)(F)F)n2)cc1	-7%	8%	-6%[10.9 µM]	0.6%
44	c1ccc(-c2nc(N3CCCCCC3)c3ccccc3n2)nc1	9%	-3%	-34%[inhibitor]	u
45	COC(=O)c1ccccc1NC1c2ccccc2C(=O)N1c1cccnc1 (stereo not drawn)	5%	9%	-11%	10%
46	c1ccc(-n2nnnc2-n2cnc3ccccc32)cc1	25%	32%[activator]	15%	-0.5%
47	CC1CCCC(C)N1S(=O)(=O)c1ccc(NC(=O)c2ccccc2C(=O)N2CCOCC2)cc1 (stereo not drawn)	u	3%	-18%	-3.3%
48	CCNc1ccc(C(=O)OCC)cc1NC(=O)c1cccc(S(=O)(=O)N2CCOCC2)c1	12%	-8%	-2%	-1.3%
49	CCC(C)N(C(=O)COC(=O)c1cn(CC)c2nc(C)ccc2c1=O)C1CCS(=O)(=O)C1 (stereo not drawn)	6%	13%	-3%	0.3%
50	Cc1cccc(C)c1-n1ncc(C(=O)N2CCN(c3ccccc3)CC2)c1C1CCN(C(=O)OC(C)(C)C)CC1	15%	-11%	-6%[10.9 µM]	u
51	CCC/C=C(\CCC)C(NS(=O)(=O)c1ccccc1)c1ccc(C(F)(F)F)cc1 (stereo not drawn)	35%[activator]	25%	-22%	x
52	O=C1CN(c2nc3ccccc3n3cnnc23)CC(=O)N1CCc1ccccc1	-6%	-2%	-12%	u
53	CCOC(=O)N1CCN(S(=O)(=O)c2ccc(OC)c(Cl)c2)CC1	0%	-9%	-7%	1.1%
54	COc1cccc(NC(=O)c2ccc3c(c2)N(CC(=O)N2CCCCC2)C(=O)C(C)(C)O3)c1	-3%	5%	-11%	1.6%
55	N#Cc1cccc(-c2nc(NCc3ccccc3)c3ccccc3n2)c1	0%	-14%	-17%	-0.2%[11.4 µM]
56	Cc1cc(OCC(=O)NCCN2CCOCC2)cc(C)c1Br	-14%	2%	-18%	-0.4%
57	CCCCn1c(SCc2c(C)noc2C)nc2cc(S(N)(=O)=O)ccc21	0%	-9%	-20%	u
58	COc1ccccc1N(C(C)=O)C1SC(=O)N(c2ccccc2)C1=O (stereo not drawn)	4%	-4%	-8%	u
59	CC(C)CC(=O)N1CCN(C(=O)CCC2CCCC2)CC1	20%	-1%	-3%	-2.8%
60	O=C(Nc1cccc(C(F)(F)F)c1)c1cc2nc(-c3ccco3)cc(C(F)(F)Cl)n2n1	3%	23%	-4%[10.9 µM]	-3.0%

# 13 compounds from above, arranged by molecular weight, highest first.
no.	SMILES	p53ts 32C tox	p53ts 39C kill	Imprint erasure	IkB sig inh
50	Cc1cccc(C)c1-n1ncc(C(=O)N2CCN(c3ccccc3)CC2)c1C1CCN(C(=O)OC(C)(C)C)CC1	15%	-11%	-6%[10.9 µM]	u
49	CCC(C)N(C(=O)COC(=O)c1cn(CC)c2nc(C)ccc2c1=O)C1CCS(=O)(=O)C1 (stereo not drawn)	6%	13%	-3%	0.3%
43	Cc1ccc(NC(=O)CCSc2nc(-c3ccc4c(c3)OCO4)cc(C(F)(F)F)n2)cc1	-7%	8%	-6%[10.9 µM]	0.6%
60	O=C(Nc1cccc(C(F)(F)F)c1)c1cc2nc(-c3ccco3)cc(C(F)(F)Cl)n2n1	3%	23%	-4%[10.9 µM]	-3.0%
57	CCCCn1c(SCc2c(C)noc2C)nc2cc(S(N)(=O)=O)ccc21	0%	-9%	-20%	u
52	O=C1CN(c2nc3ccccc3n3cnnc23)CC(=O)N1CCc1ccccc1	-6%	-2%	-12%	u
56	Cc1cc(OCC(=O)NCCN2CCOCC2)cc(C)c1Br	-14%	2%	-18%	-0.4%
41	COc1ccc2c(Sc3ccccc3)c(C(=O)NCCN(C)C)[nH]c2c1	-17%	u	7%[10.9 µM]	2.3%
53	CCOC(=O)N1CCN(S(=O)(=O)c2ccc(OC)c(Cl)c2)CC1	0%	-9%	-7%	1.1%
45	COC(=O)c1ccccc1NC1c2ccccc2C(=O)N1c1cccnc1 (stereo not drawn)	5%	9%	-11%	10%
55	N#Cc1cccc(-c2nc(NCc3ccccc3)c3ccccc3n2)c1	0%	-14%	-17%	-0.2%[11.4 µM]
44	c1ccc(-c2nc(N3CCCCCC3)c3ccccc3n2)nc1	9%	-3%	-34%[inhibitor]	u
46	c1ccc(-n2nnnc2-n2cnc3ccccc32)cc1	25%	32%[activator]	15%	-0.5%

# Some of these compounds in order of molar mass, ascending.
no.	SMILES	p53ts 32C tox	p53ts 39C kill	Imprint erasure	IkB sig inh
46	c1ccc(-n2nnnc2-n2cnc3ccccc32)cc1	25%	32%[activator]	15%	-0.5%
44	c1ccc(-c2nc(N3CCCCCC3)c3ccccc3n2)nc1	9%	-3%	-34%[inhibitor]	u
43	Cc1ccc(NC(=O)CCSc2nc(-c3ccc4c(c3)OCO4)cc(C(F)(F)F)n2)cc1	-7%	8%	-6%[10.9 µM]	0.6%

# Next part
no.	SMILES	p53ts 32C tox	p53ts 39C kill	Imprint erasure	IkB sig inh
61	CN(C)CCNc1nc2c(c(=O)[nH]c(=O)n2C)n1CCCc1ccccc1	4%	-2%	-9%	-1.7%
62	C=CCn1c(Cc2cccs2)nnc1SCC(=O)c1cccc(Br)c1	4%	-1%	-33%[inhibitor]	1.3%
63	Cc1cc(C)cc(NC(=O)N2CCC(C(N)=O)(N3CCCCC3)CC2)c1	2%	13%	-9%[10.9 µM]	u
64	CN1C(=S)SC(N(O)C(=O)NC2CCCCC2)C1(C)C (stereo not drawn)	6%	16%	-14%	-0.2%

# Screens as filed in PubChem BioAssay.
